# FXIIa inh 1536: inhibitors of human coagulation factor XIIa; purified FXIIa, Boc-QGR-AMC fluorogenic substrate, 2 h; AID 800; inhibition, % at 5 µM; hit rate 0.3% among 220,000; in the data active means inhibition above about 40%;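 further: 0% = enzyme with no compound and 100% = blank without enzyme; many of its hits are not listed in these tables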
# FXIa inh: factor XIa (human) inhibition; P03951; purified FXIa, Boc-Glu-Ala-Arg-AMC fluorogenic substrate; inhibition, % at 5 µM; hit rate 0.14% among 220,000;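 active means inhibition of at least 40%; inactive means inhibition below 40%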;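 further: fluorescence of freed AMC excited at 355 nm; 0% = enzyme without compound and 100% = no enzyme blank; many of its hits are not listed in these tables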
# Wee1 stabilizer: inhibitors of human Wee1 degradation; HeLa Luc-Wee1K328M stability, luciferase luminescence; 100% = proteasome inhibitor MG132 effect; P30291; hit rate 1.2% among 220,000; reporter increase, % at 5 µM; AID 1321;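 active means activation above the mean of all tested compounds plus 3 SD, set per screening run, cut at about 8.8% in these data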;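 further: cells exposed to compound for 20 h before luminescence read; 0% = DMSO alone and 100% = MG132 at 30 µM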
# 14-3-3 Bad PPI: disrupts binding of bovine 14-3-3 zeta to phospho-Bad peptide | AID 781 | inhibition, % at 21.7 µM | TR-FRET 14-3-3zeta/Dy647-pBad peptide displacement, 1 h | hit rate 0.71% among 220,000 | P63103;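 active means inhibition above about 70%, limit read from the data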;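 further: 0% = full 14-3-3 plus peptide FRET controls and 100% = background without 14-3-3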
# Mdm2 ligase inh: Mdm2 E3 ligase (human) inhibition; signal enhancement, % at 5 µM; hit rate 0.11% among 210,000; Q00987; cell-based MDM2 ubiquitination luciferase reporter, 2 h; 0 = plate control, 100 = twice control, blank-subtracted;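 active means signal enhancement of 30% or more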;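 further: luminescence tracks abundance of the self-degrading MDM2-luciferase fusion protein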
# Target sequence (Q00987 whole entry, looked up, the tested form may be a part): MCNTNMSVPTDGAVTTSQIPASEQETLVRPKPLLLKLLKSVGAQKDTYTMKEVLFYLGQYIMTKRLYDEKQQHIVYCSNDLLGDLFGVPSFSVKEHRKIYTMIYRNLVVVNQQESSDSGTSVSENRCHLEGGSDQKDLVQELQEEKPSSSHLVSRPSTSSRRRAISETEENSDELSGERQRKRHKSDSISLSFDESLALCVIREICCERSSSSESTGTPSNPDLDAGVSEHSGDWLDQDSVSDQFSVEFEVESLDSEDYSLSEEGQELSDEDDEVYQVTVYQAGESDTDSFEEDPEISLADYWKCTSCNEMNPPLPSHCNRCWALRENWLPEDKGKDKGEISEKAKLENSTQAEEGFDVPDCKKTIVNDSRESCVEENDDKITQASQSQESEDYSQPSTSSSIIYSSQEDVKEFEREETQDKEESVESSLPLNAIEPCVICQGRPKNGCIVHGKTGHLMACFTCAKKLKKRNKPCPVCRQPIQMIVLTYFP
#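 Buffer or medium: Cells held in DMEM | Assay system: Stable mammalian line carrying autodegrading MDM2–luciferase fusion reporter | Quantity: 2000 cells/well | Times: 4 h settle plus 2 h compound, 37 °C | Doses: One concentration, 5 µM, with 0.2% DMSO | Technique: Luminescence with SteadyLite reagent, 15 min at room temperature | Benchmarks: Plate controls and plate blanks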
# KLK5 inh: inhibitors of human kallikrein 5 | recombinant hK5, fluorogenic AMC substrate cleavage | inhibition, % at 5 µM | hit rate 0.59% among 210,000;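 active means inhibition of 40% or more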;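 further: 0% = enzyme controls without compound and 100% = no-enzyme blanks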
# Target sequence (Q9Y337 67-293 limits assumed): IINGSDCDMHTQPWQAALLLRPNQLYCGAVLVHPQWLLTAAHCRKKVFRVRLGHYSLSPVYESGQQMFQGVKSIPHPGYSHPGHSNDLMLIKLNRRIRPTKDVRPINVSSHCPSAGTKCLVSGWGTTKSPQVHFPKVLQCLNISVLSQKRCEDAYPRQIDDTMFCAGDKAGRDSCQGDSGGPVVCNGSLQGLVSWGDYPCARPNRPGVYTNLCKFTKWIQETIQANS
# eIF4E 4G PPI: inhibitors of eIF4E and eIF4G interaction in translation initiation | hit rate 0.37% among 220,000 | AID 782 | TR-FRET eIF4E-eIF4GI(517-606) binding, 2 h | inhibition, % at 21.7 µM;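 active means inhibition above about 30%, limit read from the data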;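 further: 0% = full FRET control wells and 100% = background wells lacking eIF4GI fragment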
# Rad51 HR inh: blocks human Rad51 in homologous recombination; Q06609; inhibition, % at 10 µM; hRad51 DNA strand exchange, fluorescence dequenching; hit rate 0.085% among 200,000;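 active means inhibition above 40% at the single screening dose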;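 further: 0% = DMSO control wells and 100% = blanks with heterologous ssDNA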
# Target sequence (Q06609 whole entry, looked up): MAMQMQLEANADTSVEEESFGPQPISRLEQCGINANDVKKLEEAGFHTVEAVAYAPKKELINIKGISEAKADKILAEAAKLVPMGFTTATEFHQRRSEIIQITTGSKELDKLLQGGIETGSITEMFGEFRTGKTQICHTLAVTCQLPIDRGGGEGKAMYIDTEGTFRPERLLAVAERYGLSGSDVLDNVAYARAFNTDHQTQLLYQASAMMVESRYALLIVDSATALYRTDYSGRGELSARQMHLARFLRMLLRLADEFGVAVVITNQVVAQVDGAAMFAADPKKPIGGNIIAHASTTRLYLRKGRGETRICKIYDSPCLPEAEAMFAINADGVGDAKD
#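 System: hRad51 filaments on single-stranded DNA; reagent: Fluorescein- and BHQ1-tagged 47-mer duplex; compound dosing: one concentration, 10 µM final; timing: filaments 15 min 37 °C, then compound 30 min; measured by: fluorescein emission 520 nm, excitation 485 nm; benchmarks: per-plate controls and blanks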
# p97 inhibitor: blocks human p97 ATPase activity; P55072; recombinant p97 ATPase, Kinase-Glo ATP luminescence, 3 h; inhibition, % at 8 µM; hit rate 0.42% among 220,000; in the data active means inhibition above about 15%;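 further: 0% = DMSO vehicle and 100% = wells lacking enzyme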
# Starred values were filed as active, the others as inactive; . = not tested or not shown; [ ] = another dose, or the depositor's remark.
# The opening 2 records, to show the layout:
SMILES,FXIIa inh 1536,FXIa inh,Wee1 stabilizer,14-3-3 Bad PPI,Mdm2 ligase inh,KLK5 inh,eIF4E 4G PPI,Rad51 HR inh,p97 inhibitor
CC(C)(C)NC(=O)NC(=O)COc1ccccc1C#N,-7.2,-6.8,-1.9,20.1[fluorescence artefact?],-5.0,1.1,-3.1,0.4,-9.5
O=C(OCc1ccc(C(=O)c2ccccc2)cc1)c1cccc(-c2nnc(-c3ccccc3)o2)c1,4.4,-4.4,2.2,-4.8,-11.4,-16.3,-17.4,-5.0,6.4

# The whole of this part, from the first entry:
SMILES,FXIIa inh 1536,FXIa inh,Wee1 stabilizer,14-3-3 Bad PPI,Mdm2 ligase inh,KLK5 inh,eIF4E 4G PPI,Rad51 HR inh,p97 inhibitor
CC(C)(C)NC(=O)NC(=O)COc1ccccc1C#N,-7.2,-6.8,-1.9,20.1[fluorescence artefact?],-5.0,1.1,-3.1,0.4,-9.5
O=C(OCc1ccc(C(=O)c2ccccc2)cc1)c1cccc(-c2nnc(-c3ccccc3)o2)c1,4.4,-4.4,2.2,-4.8,-11.4,-16.3,-17.4,-5.0,6.4
O=C(CSc1nc2ccccc2c(=O)[nH]1)N1CCOCC1,10.8,-1.1,-2.6,-4.9,-12.4,2.1,-10.0,2.7,11.9
COc1ccc(-c2nc(-c3ccccn3)no2)cc1,6.9,-5.4,-5.2,-6.5,-93.1,-2.6,-8.3,-0.7,-77.4
CC(C)C1NC(=S)N(C2CCCCC2)C1=O (stereo not drawn),14.6,6.9,-2.1,42.6[fluorescence artefact?],-2.5,-14.9,-0.6,18.5,0.1
CCN1CCN(C(=S)c2ccc(OCC(=O)N3CCOCC3)cc2)CC1,10.5,-2.6,-3.4,3.5,-8.2,1.5,1.6,-4.4,4.5
COc1ccc(CCNC(=O)CN(C2CCCCC2)S(C)(=O)=O)cc1OC,-3.3,-20.4,-0.9,30.5[fluorescence artefact?],-8.8,12.8,25.2[fluorescence artefact?],0.1,-3.2
Cc1ccc(OCCCC(=O)Nc2nnc(C3CCCO3)s2)c(C)c1 (stereo not drawn),6.2,0.0,2.2,-5.8,-2.9,-0.1,0.6,-2.6,-3.5
CCn1c(SCC(=O)Nc2nnc(C)s2)nnc1-c1ccncc1,12.6,-0.4,-1.6,7.6[fluorescence artefact?],2.0,4.5,1.9[fluorescence artefact?],-1.4,4.9
Cc1ccc(S(=O)(=O)N2CCN(S(C)(=O)=O)C2)cc1,1.9,-1.4,-0.2,1.5,-5.3,-7.7,-1.5,4.3,2.7
S=C1COC(c2ccccc2)N1c1ccccc1 (stereo not drawn),9.2,0.6,0.5,-2.2,-0.3,-7.5,-1.6,-0.2,-2.0
Cc1ccc(/C=C/C(=O)c2nc3ccccc3[nH]2)cc1,22.6,6.9,-0.9,0.5,5.3,6.0,2.2,-6.4,2.4
N#CC1=C2SCN(Cc3ccco3)CN2C(=O)CC1c1ccc(Cl)cc1 (stereo not drawn),16.6,16.0,-2.1,-5.7,15.4,3.9,3.8,-4.0,9.5
O=C(COc1ccc2ccccc2c1)NC1=NCCS1,1.7,3.6,-0.8,-25.4[fluorescence artefact?],-7.5,-14.5,-21.1[fluorescence artefact?],-0.9,6.7
CCC(c1nc2ccccc2c(=O)n1-c1nc2ccccc2s1)N1C(=O)c2ccccc2C1=O (stereo not drawn),3.0,-4.6,3.2,-2.0,-3.2,-11.7,2.8,.,3.5
Cc1ccc(CN2CCN(/N=C/c3ccc(C(=O)O)cc3)CC2)cc1,16.1,10.8,3.0,-3.2,-6.9,-17.7,0.7,5.1,7.1
CCOc1ccccc1C1C(C(N)=O)=C(C)Nc2nc(-c3ccc(OC)cc3)nn21 (stereo not drawn),-7.7,17.9,0.4,-3.4[fluorescence artefact?],-7.0,3.4,4.1,-8.7,0.7
CCOC(=O)c1cc(-c2csc(-c3ccc(C(C)(C)C)cc3)n2)on1,5.9,8.5,0.3,-9.7,-6.1,1.2,-1.3,14.2,-3.1
COc1ccc(-c2cn(-c3ccc(C)cc3C)c(=O)[nH]2)cc1OC,35.0,30.1,-2.4,2.8,-22.6,48.5*,-2.1,8.6,0.4
O=C(O)c1ccc(C(=O)Nc2cccc(NC(=O)C3CCCO3)c2)cc1 (stereo not drawn),14.8,3.8,0.1,-9.0,-28.6,-16.2,-5.4,4.3,2.4
COc1cc(OC)cc(-n2nnnc2SCC(=O)NCCc2ccc(OC)c(OC)c2)c1,10.0,-0.7,-3.4,-10.7,6.5,-0.8,-5.2,15.5,1.8
Cc1ccc(C(=O)c2ccc(C)cc2)cc1,5.6,-1.8,0.5,-5.6,13.1,-3.1,3.7,-3.2,-0.5
CN(c1ccc(S(=O)(=O)N2CCOCC2)cn1)C1CCCCC1,-3.1,3.4,1.4,5.6,14.4,3.3,1.8,5.0,1.2
C=C(C)C1CC=C(C)/C(=N/NC(=O)COc2cccc3ccccc23)C1 (stereo not drawn),12.7,6.5,-0.2,-3.2,-0.4,9.9,0.3,6.4,-2.8
COc1ccc(-c2c(C)nn3c(N4CCC5(CC4)OCCO5)cc(C)nc23)cc1OC,-8.2,-9.2,-2.4,-2.4,3.1,-30.4,2.6,0.6,4.7
# Later entries.
SMILES,FXIIa inh 1536,FXIa inh,Wee1 stabilizer,14-3-3 Bad PPI,Mdm2 ligase inh,KLK5 inh,eIF4E 4G PPI,Rad51 HR inh,p97 inhibitor
COC(=O)C1=C(C)Nc2[nH]c(=S)[nH]c(=O)c2C1c1ccc(OC)cc1 (stereo not drawn),12.3,0.8,0.5,-25.3,-5.6,1.8,3.7,9.7,5.9
COc1ccc(-c2ccnc(SCC(=O)c3ccc(OC)c(OC)c3)n2)cc1,3.6,-2.1,-3.6,-3.9,-16.3,9.0,-0.6[fluorescence artefact?],1.2,-1.0
COCCNS(=O)(=O)c1cc(F)ccc1OC,20.4,4.9,4.0,-5.4,-14.1,-10.2,-1.5,-5.1,-2.6
O=C(COc1ncnc2ccccc12)NCCc1ccc(F)cc1,3.2,-3.0,4.2,-7.1,-15.6,-1.6,-4.2,4.2,3.6
CCc1cccc(NC(=O)Nc2ccc3c(c2)OCO3)c1,6.4,0.7,3.1,-7.6,-17.8,.,7.2,.,-0.4
CCC(=O)Nc1ccccc1C(=O)OC(c1ccccc1)c1ccccc1,26.3,23.2,1.1,22.9[fluorescence artefact?],-11.8,-21.2,5.6,-6.8,-0.3
O=C(O)CCCCCn1c(SCc2cc(=O)n3ccccc3n2)nc2ccsc2c1=O,11.2,4.1,5.2,-11.7,-6.3,-14.6,-2.1,.,5.7
CCCC(=O)c1cc(F)c(N2CCN(S(=O)(=O)c3ccccc3)CC2)cc1C,4.2,2.1,2.6,10.5,-8.8,-21.0,-3.5,1.3,-4.8
O=C(O)C1CCCCC1C(=O)NCCC(c1ccccc1)c1ccccc1 (stereo not drawn),18.2,6.8,-2.6,-3.8,-1.9,5.2,4.6,2.6,1.0
Cc1ccc(-c2nc3ccccc3s2)cc1S(=O)(=O)N1CCOCC1,10.4,-7.0,0.0,-3.5,-5.5,-7.8,3.2,-4.8,-1.4
Cc1cc2c(cc1C)CSC(c1c(O)ccc3ccccc13)SC2,4.5,-5.0,0.4,-2.0,-19.3,-9.7,22.5,0.5,4.7
N#CC1=C(N)C(C#N)(C#N)C2(CCC3(CC2)OCCO3)C2CC3(CC=C12)OCCO3 (stereo not drawn),5.1,-3.6,0.2,-9.4,-28.1,-25.6,1.8,-0.6,3.8
Cc1ccc(C(=O)c2ccc(C(F)(F)F)cc2)cc1,14.1,1.9,-0.2,-11.2,-13.6,-10.6,11.2,-5.5,0.1
Cc1cc(-c2ccccc2)[nH]c(=O)c1S(=O)(=O)c1ccc(Cl)cc1,11.8,6.4,-1.4,-4.6[fluorescence artefact?],3.0,-27.5,-3.6,-8.2,3.3
COc1ccc(CNC(=O)c2cnc3n(c2=O)CCS3)cc1,0.5,4.5,-0.1,-4.2,-14.0,-3.0,-8.5,9.3,4.9
CC1(C)c2ccccc2N(CC(N)=O)C12C=Cc1ccccc1O2 (stereo not drawn),7.7,3.4,-0.4,-4.8,-1.1,2.9,-4.0,.,2.1
CCCCNc1cc(=O)n(C)c(=O)n1C,2.6,-7.4,1.8,-0.8,-19.1,-8.9,2.2,-6.9,2.6
NC1=Nc2cccc3cccc1c23,31.3,30.3,-2.6,-1.6,-17.7,7.4,0.3,3.1,1.1
COc1ccc(C(=O)/C=C/Nc2cccc(C)n2)cc1OC,10.7,1.9,5.3,-1.5,-16.3,-1.4,-0.1,-11.4,-10.4
Cc1ccc2sc(-c3ccc(NC(=O)CCN4C(=O)c5ccccc5C4=O)cc3)nc2c1,1.9,-0.5,2.5,21.1[fluorescence artefact?],-26.9,-6.5,-9.2,-1.9,4.0
Cc1ccc(C2=NN(C)c3nc4ccccc4n3C2)cc1,-15.1,-16.3,1.3,-13.2[fluorescence artefact?],-14.8,-236.5,-14.8,-5.1,1.6
COc1ccc(CC(NC(C)=O)C(=O)NC2CCN(C(=O)Nc3ccc(C#N)cc3)CC2)cc1OC (stereo not drawn),8.0,-2.1,-1.9,14.9,-2.8,-21.4,10.9,-0.4,1.5
O=S(=O)(c1ccc(Cl)s1)N1CCCCC1,7.8,19.8,-0.8,-9.1,-9.1,-2.9,-0.8,16.6,9.1
CC(=O)Nc1ccccc1O,5.7,4.6,1.7,2.5,.,-6.4,0.3,1.6,11.1
CC(=O)c1cccc(NC(=O)N2CCc3ccccc3C2)c1,14.2,3.7,7.0,-1.7,-11.9,-17.5,4.6,-15.8,3.8
# Continuation.
SMILES,FXIIa inh 1536,FXIa inh,Wee1 stabilizer,14-3-3 Bad PPI,Mdm2 ligase inh,KLK5 inh,eIF4E 4G PPI,Rad51 HR inh,p97 inhibitor
Cc1ccccc1NC(=O)c1cc(S(=O)(=O)N2CCOCC2)cs1,19.6,14.0,-0.8,6.3,-0.8,1.9,1.9,1.1,-2.0
Cc1cc(/C=N/NC(=O)c2ccc(CN3CCOCC3)cc2)c(C)n1-c1ccccc1,3.1,-10.0,-0.5,-0.4,1.8,-8.5,-0.1,-0.6,-4.2
COc1ccc(OC)c(NC(=O)Nc2ccc(Cl)cc2)c1,4.6,-4.5,2.5,-6.6,-9.1,-2.5,-0.7,-5.2,-4.4
Cc1ccc(CSc2nnc(CNc3ccc(F)cc3)o2)cc1,7.8,-1.8,9.6*,-20.1,-21.9,-1.7,5.0,-4.2,1.0
O=S(=O)(c1ccc(Cl)cc1)N1CCN(C(=S)Nc2ccc(F)c(Cl)c2)CC1,8.6,8.6,0.9,-8.2[fluorescence artefact?],-10.6,-4.0,-4.7,5.5,-16.5
CCCCC(CC)C(=O)Nc1ccccc1C#N (stereo not drawn),18.7,5.4,-0.9,6.1,7.6,-5.6,4.2,5.0,1.8

# Arranged by the number under 14-3-3 Bad PPI (largest number first): 3 of the compounds above
SMILES,FXIIa inh 1536,FXIa inh,Wee1 stabilizer,14-3-3 Bad PPI,Mdm2 ligase inh,KLK5 inh,eIF4E 4G PPI,Rad51 HR inh,p97 inhibitor
CCCC(=O)c1cc(F)c(N2CCN(S(=O)(=O)c3ccccc3)CC2)cc1C,4.2,2.1,2.6,10.5,-8.8,-21.0,-3.5,1.3,-4.8
O=C(COc1ncnc2ccccc12)NCCc1ccc(F)cc1,3.2,-3.0,4.2,-7.1,-15.6,-1.6,-4.2,4.2,3.6
Cc1ccc(C(=O)c2ccc(C(F)(F)F)cc2)cc1,14.1,1.9,-0.2,-11.2,-13.6,-10.6,11.2,-5.5,0.1

# From PubChem BioAssay
